Screening results: PubChem, NCI
yeast mlh1 rad18 = NCI yeast anticancer drug screen, S. cerevisiae mlh1 rad18 strain; 79,000 tested, 11% active; AID 175, 2004; growth inhibition, % at 50 µM;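 further: 0% = growth of vehicle-only cultures of the same strain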
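Steps: expose repair-defective yeast to compound; measure growth; express inhibition against vehicle-treated controls.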
yeast bub3 = NCI yeast anticancer drug screen, S. cerevisiae bub3 mutant strain. % growth inhibition at 50 µM. 78,000 tested, 9.9% active. AID 167, 2004;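 further: 0% = growth of vehicle-only cultures of the same strain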
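Screening used yeast with an engineered genetic alteration affecting cell cycle control. Compound-exposed cultures were compared with vehicle cultures, and reduced growth was taken as inhibition.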
mec2-1 = NCI yeast anticancer drug screen, S. cerevisiae mec2-1 strain; % growth inhibition at 50 µM; 79,000 tested, 9% active; AID 157, 2004;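 further: 0% = growth of vehicle-only cultures of the same strain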
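Growth inhibition is read against vehicle-treated controls after compound exposure of the mec2-1 yeast strain, which is defective in DNA damage repair or cell cycle control.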
cln2 rad14 = NCI yeast anticancer drug screen, S. cerevisiae cln2 rad14 strain; AID 165, 2004; % growth inhibition at 50 µM; 78,000 tested, 8.3% active;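 further: 0% = growth of vehicle-only cultures of the same strain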
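Readout is yeast growth inhibition versus vehicle-treated controls, using a strain with cln2 and rad14 alterations exposed to compound.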
rad50 = NCI yeast anticancer drug screen, S. cerevisiae rad50 strain; growth inhibition, % at 50 µM; 79,000 tested, 10% active;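 further: 0% = growth of vehicle-only cultures of the same strain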
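A DNA repair-deficient yeast mutant serves as the test organism; compound-induced growth inhibition is calculated against vehicle-treated cells.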
sgs1 mgt1 = NCI yeast anticancer drug screen, S. cerevisiae sgs1 mgt1 strain; growth inhibition, % at 50 µM; 78,000 tested, 10% active; AID 161, 2004;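 further: 0% = growth of vehicle-only cultures of the same strain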
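Mutant yeast exposed to compound; growth scored against vehicle-only wells.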
The depositor's hits bear a star; & = joins results of further samples. No stated cut-off is given here; in the data, active means growth inhibition above about 70%; inactive means the rest.

Screens in order: yeast mlh1 rad18	yeast bub3	mec2-1	cln2 rad14	rad50	sgs1 mgt1
- N#CC1C(=O)NC(=O)C(C#N)C12c1ccccc1Oc1ccccc12 (stereo not given)
 : 26	-21	2	20	8	17
- O=[N+]([O-])C1CC=CCC1c1ccc2c(c1)OCO2 (stereo not given)
 : 16	-3	16	11	55	54
- O=C(Nc1ccc(O)cc1)c1ccc([N+](=O)[O-])cc1
 : -2	9	7	0	-2	3
- Cc1ccnc(NS(=O)(=O)c2ccc(N=Cc3c4ccccc4nc4cc(Cl)ccc34)cc2)n1
 : 99*	58	99*	99*	99*	99*
- NC(=O)c1ccncc1
 : -6	-1	-7	5	-5	-13
- NC(=O)COc1ccc(Br)cc1Br
 : 12	-6	-3	14	0	-13
- O=C1C=C(O)C(=C/C=C/C=C/c2c(O)cc(O)cc2O)C(O)=C1
 : -6	7	-14	10	-12	-3
- CC1(C)OC2OC3C4COCC(O4)OC3C2O1 (stereo not given)
 : -18	-2	1	7	9	7
- CCCCCCC(=O)C/C(CCC(=O)N(Cc1ccccc1)Cc1ccccc1)=N\NC(N)=O
 : -21	-7	3	4	-7	-15
- Cc1ccc2ccccc2c1CN(C)C
 : -13	-3	-1	-61	5	-9
- CC12CCC(C/C1=N\NC(N)=O)C2(C)C (stereo not given)
 : -1	-20	-17	3	4	-18
- C=CCC1(CN(C)C)CC/C(=C\c2ccc(Cl)cc2)C1=O (stereo not given)
 : 52	16	24	42	55	60
- COC(=O)NC1C(=O)CCC(=O)C1C(N)=O (stereo not given)
 : -12	0	-8	-18	-23	-17
- Cc1ccc(N(C)C(=O)Nc2ccccc2)c(C)c1
 : -13	5	4	-21	4	9
- [N-]=[N+]=Nc1cccc(-c2n[nH]c(Cl)cc2=O)c1
 : -34	-11	-12	3	-20	-39
- CCOC(=O)C1(C/C=C(/C)Cl)CCCC1=O (stereo not given)
 : -21	-42	-30	-38	-9	-44
- O=C(O)c1cc(/C=C/c2ccccc2)ccc1[N+](=O)[O-]
 : -3	-6	26	-34	-11	8
- N#CCCOCC1CCCO1 (stereo not given)
 : 8&-6	-3&3	11&2	15&0	19&-5	14&1
- Cc1ccc(-n2cc(-c3ccc(Cl)cc3)c3c(NNC(=S)NCc4ccccc4)ncnc32)cc1
 : 11	41	35	32	31	53
- CC1C(=O)CC(=O)C1=O (stereo not given)
 : 0	-1	-8	-2	0	6
- CN(CCCN(C)CCC1CCCCC1)CCC1CCCCC1
 : 8	2	-1	55	11	0
- O=c1[nH]cnc2c1ncn2C1OC(CO)CC1F (stereo not given)
 : -7	-2	-3	-15	3	-12
- CCCCC(NC(=O)Cc1ccccc1)C(=O)O (stereo not given)
 : -18	11	-27	-10	-16	-15
- Cc1ccc(C(=O)C(F)(F)F)cc1
 : 3	-24	-16	32	4	-10
- CCN(CC)Cc1cc(Nc2ncnc3sc(C)c(C)c23)ccc1O
 : -16	-10	10	-13	9	1
- COc1ccc2nc3cc(Cl)ccc3c(NCCNCCCNC(=O)c3cc(-c4ccccc4)nc4ccccc34)c2c1
 : 98*	94*	94*	98*	96*	95*
- CNC(=O)n1c(N)nc(-c2ccccc2)c1-c1ccccc1
 : -47	-22	5	2	14	18
- CCCCOC(=O)NCNC(=O)OCCCC
 : 15	2	-7	-15	23	-2
- CC(=O)Nc1cccc(Cc2cccc(NC(C)=O)c2)c1
 : -12	-5	-13	-43	3	-12
- Cc1ccc(N=Nc2ccc(C)cc2NC(=O)Nc2cc(C)ccc2C)cc1
 : -10	26	8	-11	-4	27

17 entries from above, arranged by heavy-atom count, descending.
Screens in order: yeast mlh1 rad18	yeast bub3	mec2-1	cln2 rad14	rad50	sgs1 mgt1
- COc1ccc2nc3cc(Cl)ccc3c(NCCNCCCNC(=O)c3cc(-c4ccccc4)nc4ccccc34)c2c1
 : 98*	94*	94*	98*	96*	95*
- Cc1ccc(-n2cc(-c3ccc(Cl)cc3)c3c(NNC(=S)NCc4ccccc4)ncnc32)cc1
 : 11	41	35	32	31	53
- Cc1ccnc(NS(=O)(=O)c2ccc(N=Cc3c4ccccc4nc4cc(Cl)ccc34)cc2)n1
 : 99*	58	99*	99*	99*	99*
- Cc1ccc(N=Nc2ccc(C)cc2NC(=O)Nc2cc(C)ccc2C)cc1
 : -10	26	8	-11	-4	27
- N#CC1C(=O)NC(=O)C(C#N)C12c1ccccc1Oc1ccccc12 (stereo not given)
 : 26	-21	2	20	8	17
- CN(CCCN(C)CCC1CCCCC1)CCC1CCCCC1
 : 8	2	-1	55	11	0
- CNC(=O)n1c(N)nc(-c2ccccc2)c1-c1ccccc1
 : -47	-22	5	2	14	18
- C=CCC1(CN(C)C)CC/C(=C\c2ccc(Cl)cc2)C1=O (stereo not given)
 : 52	16	24	42	55	60
- O=C(O)c1cc(/C=C/c2ccccc2)ccc1[N+](=O)[O-]
 : -3	-6	26	-34	-11	8
- O=C(Nc1ccc(O)cc1)c1ccc([N+](=O)[O-])cc1
 : -2	9	7	0	-2	3
- CCCCC(NC(=O)Cc1ccccc1)C(=O)O (stereo not given)
 : -18	11	-27	-10	-16	-15
- [N-]=[N+]=Nc1cccc(-c2n[nH]c(Cl)cc2=O)c1
 : -34	-11	-12	3	-20	-39
- COC(=O)NC1C(=O)CCC(=O)C1C(N)=O (stereo not given)
 : -12	0	-8	-18	-23	-17
- Cc1ccc2ccccc2c1CN(C)C
 : -13	-3	-1	-61	5	-9
- NC(=O)COc1ccc(Br)cc1Br
 : 12	-6	-3	14	0	-13
- N#CCCOCC1CCCO1 (stereo not given)
 : 8&-6	-3&3	11&2	15&0	19&-5	14&1
- CC1C(=O)CC(=O)C1=O (stereo not given)
 : 0	-1	-8	-2	0	6

New compounds follow.
Screens in order: yeast mlh1 rad18	yeast bub3	mec2-1	cln2 rad14	rad50	sgs1 mgt1
- O=C(CC(CC(=O)c1ccccc1)c1ccccn1)c1ccccc1
 : -42	5	-20	-33	-17	-28
- COc1cc(C(C)Cl)ccc1OC(=O)c1ccccc1 (stereo not given)
 : 4	12	-5	-10	11	4
- CCN(CC)Cc1cc(N=Nc2cccc3ccccc23)c2ccccc2c1O
 : 36	-3	11	25	32	30
- CC(=O)OCOC(=O)c1ccccc1O
 : -8	-5	1	-10	-3	-2
- Cc1cccc(Cl)c1NC(=S)N1CCCC1
 : 3	24	8	11	4	24
- O=C(O)c1ccc(/C=N/N=C2c3ccccc3-c3ccccc32)cc1
 : 64	-4	36	72*	67	41
- CCN(CC)CCCNC(=O)c1ccc([N+](=O)[O-])cc1O
 : -7	-1	5	-51	-1	16
- Cc1ccc(-c2cc(=O)c3cc(C)c(C)c(C(=O)O)c3o2)cc1[N+](=O)[O-]
 : 31	2	-5	12	-21	-1
- COc1cccc(NC(=O)c2cccc(C(=O)Nc3cccc(OC)c3)c2)c1
 : 35	-3	6	-33	7	4
- O=C(NC(Cc1ccc(I)cc1)C(=O)O)c1ccc(Br)cc1 (stereo not given)
 : -1	-9	-6	12	-4	3
- COC(=O)/C=C/c1ccc2c(c1)CCCC2
 : 24	22	15	-9	18	11
- S=C(N1CCN(c2ccccc2)CC1)N1CCN(c2ccccc2)CC1
 : 9	4	19	10	3	32
- C[Si](C)(C)Cn1cc(F)c(=O)n(C[Si](C)(C)C)c1=O
 : 9	11	-26	1	17	11
- BrC1=NOC2c3cccc4cccc(c34)C12 (stereo not given)
 : 23	34	9	42	2	20
- CC(C)(Br)C(=O)c1ccc([N+](=O)[O-])o1
 : 91*	92*	94*	84*	91*	89*
- NCc1ccccc1
 : -4	-19	8	-41	-2	-2
- COC(=O)C(Cc1ccccc1)NP(=O)(O)OCC1OC(n2cc(Br)c(=O)[nH]c2=O)CC1O (stereo not given)
 : -6	-23	-15	-6	-31	-18
- COc1c(CC=C(C)C)c(O)c(C(CC(C)C)c2c(O)c(CC=C(C)C)c(O)c(C(C)=O)c2O)c(O)c1C(C)=O (stereo not given)
 : 31	39	42	41	33	34
- Cc1ccc(CC(=O)C(=O)O)c([N+](=O)[O-])c1
 : 8	-18	38	-24	-10	4
- NC(CSC(c1ccccc1)(c1ccccc1)c1cccs1)C(=O)O (stereo not given)
 : -6	-4	-11	-4	2	-1
- CCOC(=O)c1cn2c(nc1=O)N[C@H]1CCCC[C@@H]12
 : -1	8	11	-2	38	0
- COc1cc(CCC(C)=O)ccc1OC(=O)c1c(-c2c(F)cccc2Cl)noc1C
 : 4	10	-12	19	2	14
- O=[N+]([O-])C1CCCCC1
 : 14	-8	-35	18	-12	3
- Oc1ccc(N=Nc2ccc(Br)cc2)cc1Cl
 : -2	10	-5	0	3	7
- O=c1ccn(C2OC(CF)C(O)C2O)c(=O)[nH]1 (stereo not given)
 : -10	1	-3	9	2	-1
- CC(C)=NOC(=O)CNC(=O)C(Cc1ccccc1)NC(=O)C(C)NC(=O)OC(C)(C)C (stereo not given)
 : 15	8	17	-1	13	16
- CCOCCOCCOC(=O)C(C)O (stereo not given)
 : -3	-19	7	7	15	2
- NNC1CC2CCC1C2 (stereo not given)
 : 9	-26	16	-16	9	14
- CCOC(=O)c1sc(Nc2cc(Cl)ccc2Cl)nc1C
 : -15	-8	-20	-2	-6	-9
- CCOC(=O)CC(NCc1ccc(N=Cc2nc3ccc(C(F)(F)F)cc3nc2-c2ccccc2)cc1)C(=O)OCC (stereo not given)
 : -33	2	-2	-34	0	-7
- COc1ccc(Nc2nc(N)nc3c2ncn3C2OC(CO)C(O)C2O)cc1 (stereo not given)
 : -12	2	-18	-7	-10	-13
- Cc1cc2c(cc1Cl)SC(NNC(=O)c1ccncc1)=NS2(=O)=O
 : -9	-63	-40	-32	-42	-46
- ClC1=CC(Cl)=C2N=C(N3CCCC3)N=C3N=C(C(Cl)(Cl)Cl)N=C1N32
 : -20	3	23	-13	-3	4
- CC(=O)c1sc2c(c1OC(=O)c1cccs1)c(=O)n(-c1ccccc1)c(=S)n2-c1ccccc1
 : 4	23	-4	-15	22	10
- CCc1c(C)[nH]c(-c2csc(N)n2)c1C
 : 57	68	84*	32	-4	3
- O=C1CCCC2C3CC(CN12)C1CC(O)CCN1C3 (stereo not given)
 : 2	11	-8	14	2	27
- N#C/C(=C\c1ccccc1Cl)C(N)=S
 : 6	-27	11	8	11	1
- CN1C(C(=O)Nc2ccccn2)=C(O)c2ccccc2S1(=O)=O
 : 8	-2	16	1	5	5
- CCOC(=O)C(Cc1ccccc1)Nc1c(Cl)c(=O)oc2ccc(C)cc12 (stereo not given)
 : 20	-16	-3	27	19	33
- O=C1Nc2c(Cl)cc(Cl)cc2/C1=N/N=C/c1ccccc1O
 : 91*	88*	17	90*	4	87*
- CCCCCCNC(=O)C(CC(=O)O)NCc1ccccc1 (stereo not given)
 : -17	10	-2	-44	-12	-6
- O=C(/C(=C/c1ccc(Cl)cc1)c1ccccc1)c1ccccc1
 : -3	-21	-28	14	9	6
- CC(CC(=O)Nc1ccccc1)C(=O)O (stereo not given)
 : 3	6	-7	-26	8	-11

Filtered by structure: the entries above with a thiophene ring, fused or not
Screens in order: yeast mlh1 rad18	yeast bub3	mec2-1	cln2 rad14	rad50	sgs1 mgt1
- CCN(CC)Cc1cc(Nc2ncnc3sc(C)c(C)c23)ccc1O
 : -16	-10	10	-13	9	1
- NC(CSC(c1ccccc1)(c1ccccc1)c1cccs1)C(=O)O (stereo not given)
 : -6	-4	-11	-4	2	-1
- CC(=O)c1sc2c(c1OC(=O)c1cccs1)c(=O)n(-c1ccccc1)c(=S)n2-c1ccccc1
 : 4	23	-4	-15	22	10
